GCN5L2 inh: inhibitors of human GCN5L2 histone acetyltransferase | GCN5L2 HAT assay, ThioGlo1 CoA-SH fluorescence | Potency, µM (titrated, usually from 58.9 µM), without a hit: top-dose activity change, negative = inhibition, usual class: inhibitors | 390,000 tested, 0.21% active
Target sequence (Q92830 whole entry, looked up): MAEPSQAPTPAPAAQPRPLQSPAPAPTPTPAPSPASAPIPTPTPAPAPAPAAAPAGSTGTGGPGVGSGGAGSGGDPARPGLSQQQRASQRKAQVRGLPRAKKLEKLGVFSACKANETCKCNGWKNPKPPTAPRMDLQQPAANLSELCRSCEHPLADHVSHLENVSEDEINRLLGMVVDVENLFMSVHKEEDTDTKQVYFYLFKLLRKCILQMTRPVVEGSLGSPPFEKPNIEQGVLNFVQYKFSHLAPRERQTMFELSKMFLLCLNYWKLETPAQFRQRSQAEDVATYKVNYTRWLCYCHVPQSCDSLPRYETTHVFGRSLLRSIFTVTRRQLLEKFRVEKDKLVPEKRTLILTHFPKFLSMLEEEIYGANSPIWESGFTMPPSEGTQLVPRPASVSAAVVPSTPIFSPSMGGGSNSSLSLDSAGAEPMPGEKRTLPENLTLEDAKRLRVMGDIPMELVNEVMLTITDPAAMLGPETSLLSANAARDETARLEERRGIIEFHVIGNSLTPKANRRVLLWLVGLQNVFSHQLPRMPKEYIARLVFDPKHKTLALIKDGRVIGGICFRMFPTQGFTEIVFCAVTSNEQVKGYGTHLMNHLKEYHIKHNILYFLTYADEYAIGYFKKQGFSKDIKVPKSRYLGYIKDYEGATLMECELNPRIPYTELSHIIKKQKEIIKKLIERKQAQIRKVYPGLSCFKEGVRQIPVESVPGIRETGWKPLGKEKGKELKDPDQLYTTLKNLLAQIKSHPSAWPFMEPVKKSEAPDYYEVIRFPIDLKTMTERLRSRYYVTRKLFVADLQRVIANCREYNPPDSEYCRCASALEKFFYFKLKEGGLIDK
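Compounds, pin-transferred from DMSO stocks, meet 20nM GCN5L2 for 15 min before the reaction begins with H3(1-25) peptide (75uM) and acetyl-CoA (70uM). Thiol-reactive ThioGlo1 reports CoA release over 20 min at room temperature.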
FEN1 inh: blocks human flap endonuclease 1. 390,000 tested, 0.35% active. Potency, µM (top dose mostly 114 µM), without a hit: at the highest dose activity change, negative = inhibition, most hits filed as inhibitors. Recombinant FEN1 flap cleavage, fluorescence, 15 min. AID 588795. P39748; further: nearly all actives have a fitted effect of over 65% in size
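Quantitative HTS format: each compound was titrated, incubated with 10 nM nuclease for 15 min at room temperature, then challenged with flap substrate at 50 nM final. Signal change over 15 min gave concentration–effect curves.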
N370S GC: inhibits or activates N370S mutant glucocerebrosidase | P04062 | Potency, µM (doses to about 59.4 µM), inactives show at the highest dose activity change, negative = inhibition, actives largely listed as inhibitors | 330,000 tested, 0.092% active | AID 2101 | N370S GC spleen homogenate, 4MU-glucoside fluorescence;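 further: 0% = full enzyme activity and -100% = no enzyme basal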
The depositor's hits bear a star; ? = inconclusive; . = no result given; & = joins results of further samples; [ ] = dose if it differs, or a comment. The call rests on the fitted dose curve; in most records, active means well fitted curve in the direction sought with a large enough effect; inconclusive means small, poorly fitted or top-dose-only effect, or another doubt; inactive means no such curve, though single readings can be large; an effect the other way counts as inactive or inconclusive. Unless noted, on the % scale 0 is the no-effect control and ±100 the full control effect; potency means the concentration at half of the fitted maximal effect.

SMILES | GCN5L2 inh | FEN1 inh | N370S GC
Cn1cccc1C1NC(=O)c2c(sc3c2CCC(C(C)(C)C)C3)N1 (stereo not drawn) | -3% | -6% | 29%
Cc1oc(-c2cc(F)ccc2F)nc1CN(C)Cc1ccc2nccnc2c1 | 2% | 3% | 16%
O=C(Nc1cccc(F)c1)N1CCN(C/C=C/c2ccccc2)CC1 | -12% | -4% | -2%[12.8 µM]
CCOc1cc2c(cc1OCC)C(c1ccc(OC)cc1)N(c1ccccc1)C(=O)C2 (stereo not drawn) | 16% | -2% | 12%
Cc1ccc(N2C=Nc3ccc(C)c4nc(C)cc2c34)cc1 | -5% | -8% | -3%
Nc1[nH]ncc1N=Nc1ccc(Cl)cc1 | -16% | -1% | -5%
CS(=O)(=O)Nc1ccccc1C(=O)N1CCN(c2ccccc2)CC1 | 2% | . | 18%
Nc1nc2nc(-c3cccs3)cc(C(F)(F)F)n2n1 | ? | -15% | ?
Cc1ccn2c(=O)nc(SCC(=O)NCc3ccccc3Cl)nc2c1 | -17% | -7% | -1%
Cc1c([N+](=O)[O-])cc(C(=O)Nc2ccc(NC(=O)c3ccco3)cc2)cc1[N+](=O)[O-] | -6% | 4% | -1%
O=C(c1cc2cc(F)ccc2[nH]1)N1CCc2ccccc2C1 | -11% | 23% | -3%
COc1ccc(CC(=O)Nc2cc(-c3nc4cccnc4s3)ccc2C)cc1 | -21% | -17% | .
Cn1c(=O)c2c(ncn2CC(O)CNc2ccc(Cl)cc2)n(C)c1=O (stereo not drawn) | . | 2% | 4%
O=C(Nc1ccc(-c2csc(Nc3ccccc3)n2)cc1)c1ccccc1 | -3% | 8% | -14%
Cc1ccc(Cn2c(-c3ccccc3)nc3ccccc32)cc1 | -10% | -1% | .
O=c1cc(CNCCCO)c2ccccc2[nH]1 | 0% | 2% | -9%
CCOC(=O)[C@H]1[C@H]2COc3cc(OC)ccc3[C@@H]2N2C(=O)CN(CCc3c[nH]c4ccccc34)C(=O)[C@@]12C | -13% | 9% | .
O=C1CN(C(=O)COC(=O)CCc2ccccc2)c2ccccc2N1 | -2% | 1% | .
COc1cc(NC(=O)Nn2cnnc2)cc(OC)c1OC | -4% | -1% | -1%
c1ccc(Cc2nnc(Sc3ccccc3)c3ccccc23)cc1 | -15% | -19% | 8%
Cc1nnc(NC(=O)CSc2nnc(Cc3ccccc3)n2Cc2ccccc2)s1 | . | 4% | -14%
CCOC(=O)C(NCc1ccc(F)cc1)(NC(=O)c1ccccc1)C(F)(F)F (stereo not drawn) | -9% | -4% | 10%
N#CC1(c2ccccc2)CCC(NCCc2ccccc2)CC1 (stereo not drawn) | -3% | 11% | -17%
O=C(Oc1cccc2c(OC(=O)N3CCOCC3)cccc12)N1CCOCC1 | -16% | -14% | -1%
Cc1ccccc1-c1cncnc1N(C)Cc1ccco1 | ? | . | -8%
Carrying on.
SMILES | GCN5L2 inh | FEN1 inh | N370S GC
CN(Cc1ccccn1)Cc1nc(COc2ccccc2)no1 | -11% | -3% | -20%
COc1ccccc1/C=N/OCC(=O)NCc1ccc2c(c1)OCO2 | 0% | 8% | 2%
COCCCNC(=O)/C=C/c1ccc(Cl)cc1Cl | -2% | -20% | 28%
COc1cccc(C(=O)Nc2cc3c(cc2N2CCCC2)n(C)c(=O)n3C)c1 | -12% | -3% | -5%
O=C(N/N=C/c1ccc2c(c1)OCO2)c1sc2cc(Cl)ccc2c1Cl | 0% | -1% | -1%
Cc1cccc(OCC(=O)Nc2ccc(Cl)c(-c3nc4ncccc4o3)c2)c1C | -3% | -23% | .
O=c1[nH]c(C2CCN(S(=O)(=O)c3ccc(C(F)(F)F)cc3)CC2)nc2c1nnn2Cc1ccc(F)cc1 | -9% | 6% | ?
O=C(NCc1ccccn1)c1n[nH]c(=O)c2ccccc12 | 3% | 20% | 19%
COc1cccc(N2CCN(S(=O)(=O)c3cn(C)cn3)CC2)c1 | -2% | 15% | 9%
Cc1cc(C)cc(NC(=O)CCc2nnc3n(C)c(=O)c4sccc4n23)c1 | -8% | 10% | .
O=C(CCC(=O)N1CCc2ccccc2C1)N1CCN(S(=O)(=O)c2ccccc2)CC1 | 3% | -11% | 3%
O=C(NCC1CCCO1)/C(=C/c1ccccc1)NC(=O)c1ccccc1 (stereo not drawn) | -5% | -4% | -5%
Cc1ccc(NC(=O)CSC2=C(C#N)C(c3ccc4c(c3)OCO4)C3=C(CCCC3=O)N2)c(C)c1 (stereo not drawn) | -15% | 6% | -14%
O=C(Nc1ccccc1C(=O)NC1CC1)c1ccc([N+](=O)[O-])o1 | -16% | -14% | -6%
Cc1cc(-n2c(C)cc(C(=O)COc3ccc4ccc(=O)oc4c3)c2C)no1 | 0% | -7% | 6%
O=C(CCN1CCOCC1)N1CCCC(Nc2cccc(F)c2)C1 (stereo not drawn) | -23% | 3% | 3%
CCC(=O)Oc1c(Sc2ccc(Cl)cc2)c(C)nn1C(C)(C)C | -9% | -20% | .
CCOc1ccc(OCC)c(NC(=O)C2CCCN(S(=O)(=O)c3ccc(C)cc3)C2)c1 (stereo not drawn) | -7%&1% | -18%&-16% | -10%
O=C(NCCc1ccc(Cl)cc1)c1ccc(CS(=O)(=O)c2ccc(Cl)cc2)o1 | -2% | -1% | .
CCC(CC)C(=O)NCCc1cc2ccc(C)c(C)c2[nH]c1=O | -1% | . | 3%
O=C(/C=C/c1ccc(Br)cc1)NC(=S)NNC(=O)c1ccco1 | -11% | 6% | 6%
Cn1c2ccccc2c2ncn(CCN3CCOCC3)c(=O)c21 | -3% | 5% | 1%
CCOC(=O)CSc1nnc(CNC(=O)c2cccc(C)c2)n1-c1ccccc1OC | 1% | -7% | 7%
COc1cc(C(=O)NC(=S)Nc2ccc(Cl)c(C(=O)O)c2)cc(OC)c1OC | 11% | 7% | 2%
CCN(C(=O)C1CCCN(c2ncnc3c2nc2n3CCCCC2)C1)c1cccc(Cl)c1 (stereo not drawn) | -6%&-15% | 22%&4% | 2%
Additional records:
SMILES | GCN5L2 inh | FEN1 inh | N370S GC
CCOC(=O)c1cc(-c2ccc(OC)cc2)nc2c1c(C)nn2CCC#N | -16% | ? | 12%
CCCCN(C(=O)CN(C)CC(=O)Nc1cccc(OC)c1)c1c(N)n(CCCC)c(=O)[nH]c1=O | 1% | -2% | .
C#C[C@]1(O)CC[C@H]2[C@@H]3CCC4=Cc5oncc5C[C@]4(C)[C@H]3CC[C@@]21C | -6% | 13% | .
CC1CCN(C(=O)Cn2c(=O)n(Cc3ccc4c(c3)OCO4)c(=O)c3ccccc32)CC1 | -11% | -3% | 11%
CCNC(=S)NNC(=O)c1ccccn1 | -2% | 2% | 18%
O=S(=O)(c1cccc(F)c1)N1CCC(c2nc3ccccc3s2)CC1 | 0% | 4% | .
CSC1=NCCN1C(=O)c1ccc(S(=O)(=O)N2CCCCC2)cc1 | 0% | 30% | -1%
CC(=O)c1c(C)[nH]c(C(=O)OC2CCOC2=O)c1C (stereo not drawn) | 1% | -4% | 7%
O=C(N/N=C/c1cccc(F)c1)c1c(O)c2c([nH]c1=O)CCCC2 | -4% | -3% | 3%
COc1ccc(NC(=O)CO/N=C(\C)c2cccs2)cc1 | -5% | -2% | 20%
CSCC[C@H](NC(=O)OC(C)(C)C)c1nnc(SCC=C(C)C)o1 | -6% | -18% | -5%
Cc1ccsc1C(=O)NC1CCCCC1C (stereo not drawn) | -4% | 0% | .
COc1cccc(N(CC(=O)N2CCN(c3ccccc3OC)CC2)S(C)(=O)=O)c1 | 5% | 11% | 1%
CC(=O)Oc1ccc(/C=N/NC(=O)C2CCCN2S(=O)(=O)c2ccc(Cl)cc2)cc1 (stereo not drawn) | -3% | -1% | -6%
COc1cc(C(=O)N2CCN(C(=O)c3ccco3)CC2)cc(OC)c1OC | 0% | -4% | 17%
Cc1c(NC(=O)c2ccco2)cccc1-c1nc2cccnc2s1 | -7% | 6% | 7%
CC(=O)Cc1nsc(NC(=O)c2ccc(F)cc2)n1 | -2% | 1% | -1%
CCOC(=O)c1cccc(NC(=O)COc2ccc([N+](=O)[O-])cc2)c1 | -10% | -17% | -5%
CC(=O)Nc1nc(C)c(Oc2ccccc2)c(=O)[nH]1 | 1% | -3% | -2%
Cc1ccc(S(=O)(=O)N(CC(=O)NCc2ccco2)Cc2ccc(F)cc2)cc1 | -8% | 4% | 0%
c1ccc(N2CCN(c3ncnc4scc(-c5cccs5)c34)CC2)cc1 | -1% | -6% | -12%
Cc1cc(C)cc(NC(=O)CN2C(=O)C3CC=CCC3C2=O)c1 (stereo not drawn) | -2% | 17% | .
COc1ccc(CCN2CC(C(=O)OC(C)C(=O)Nc3cccc(Cl)c3)CC2=O)cc1OC (stereo not drawn) | -8% | -5% | .
CCOC(=O)CC1C(=O)NCCN1C(=O)COc1ccc(Br)cc1C (stereo not drawn) | -5% | 0% | -2%
O=C(CCCOc1ccc(Cl)cc1Cl)NCCc1nnc2ccccn12 | -8% | -13% | -13%

Single entries from above.
FEN1 inh result of Cc1ccsc1C(=O)NC1CCCCC1C (stereo not drawn) is entered as 0%
FEN1 inh result of CC(=O)Cc1nsc(NC(=O)c2ccc(F)cc2)n1 is entered as 1%
GCN5L2 inh result of CCOC(=O)c1cccc(NC(=O)COc2ccc([N+](=O)[O-])cc2)c1 is entered as -10%

Nothing new here: entries from further up.
SMILES | GCN5L2 inh | FEN1 inh | N370S GC
CC(=O)Nc1nc(C)c(Oc2ccccc2)c(=O)[nH]1 | 1% | -3% | -2%
Cc1ccc(S(=O)(=O)N(CC(=O)NCc2ccco2)Cc2ccc(F)cc2)cc1 | -8% | 4% | 0%
c1ccc(N2CCN(c3ncnc4scc(-c5cccs5)c34)CC2)cc1 | -1% | -6% | -12%

Other compounds.
SMILES | GCN5L2 inh | FEN1 inh | N370S GC
COC(CNS(=O)(=O)c1ccc(S(=O)(=O)NC2CC2)cc1)OC | -1% | -1% | -1%
Cc1ccc2[nH]cc(C(c3ccccc3)c3cccs3)c2c1 (stereo not drawn) | -8% | -18% | .
Cc1ccc2c(c1)c1c(c(=O)n(-c3cccc(Cl)c3)c(=O)n1CC(=O)Nc1c(C)cccc1C)n2C | -6% | -1% | .
CC(C)N=C1NN=C(c2cccs2)CS1 | ? | -7% | 8%
Cc1ccc(NC(=O)CSCC(=O)N(CCC(C)C)c2c(N)n(Cc3ccccc3)c(=O)[nH]c2=O)cc1 | 0% | -8% | -2%
Nc1nc(Cl)cc(Oc2ccccc2F)n1 | -5% | -4% | 6%
O=C(CCc1nc2ccccc2c(=O)[nH]1)N1CCN(S(=O)(=O)c2cccc(F)c2)CC1 | -2% | -3% | -5%
CCc1ccc(NC(=O)[C@H](C)NC(=O)C2CCN(C(=O)[C@@H](N)CC(C)C)CC2)cc1 | -14% | -17% | -12%
CCOc1ccc(N2C(=O)c3ccccc3NC2(C)CC)cc1 (stereo not drawn) | -2% | -3% | .
CNc1ncncc1-c1ccccc1C | 0% | . | -5%
CCCN1CCN(C(=O)C2CCN(S(=O)(=O)c3ccc4c(c3)oc(=O)n4C)CC2)CC1 | -3% | 1% | 1%
COc1ccc2c(c1)c(=O)oc1c(C)c(OCC(=O)N3CCc4ccccc4C3)ccc12 | 0% | 0% | 6%
COc1cccc(Cn2c(=O)c(-c3cn(C)c4ccccc34)nc3cnc(N4CCNCC4)nc32)c1 | -19% | . | -24%
COc1cccc(CC(=O)NNC(=O)c2ccc3c(c2)OCO3)c1 | 0% | -2% | 0%
CC(CCCC(C)(C)O)CC1C2=C(CCCC2=O)OC2=C1C(=O)CCC2 (stereo not drawn) | -7% | -10% | 11%
CC(=O)N1Cc2ccccc2C(C)CC12CCCCC2 (stereo not drawn) | 2% | -9% | 8%
CN(CCCCCC(=O)/C=N/O)Cc1ccccc1 | 23% | -1% | 4%
COc1ccc(C(CNC(=O)c2ccc(-c3cccc(C(F)(F)F)c3)o2)N2CCOCC2)cc1 (stereo not drawn) | -6% | -20% | -18%
CC(=O)N1CCC(N(C(=O)Nc2ccc(C)c(F)c2)C(C)C)CC1 | -4% | -1% | .
CC1(C)CC(C#N)(N2CCOCC2)CCO1 (stereo not drawn) | . | 5% | 1%
CCCOC(=O)c1ccc(NC(=O)c2nc3nc(C)cc(C)n3n2)cc1 | 22% | -2% | 24%
Cc1cc(C)c(NS(=O)(=O)c2cc(-c3onc(C)c3C)ccc2C)c(C)c1 | -22% | 21% | .
CC1(C)NC(=O)N(CNc2cc(Cl)ccc2Cl)C1=O | 1% | -1% | 2%
CC(C)(C)c1ccc(/C=C/C(=O)N2CCc3ccccc3C2)cc1 | -7% | -19% | 15%
COC(=O)/C(=C\c1c[nH]c2ccccc12)NC(C)=O | -8% | -14% | -15%

Entries listed so far with a CF3 group (4):
SMILES | GCN5L2 inh | FEN1 inh | N370S GC
Nc1nc2nc(-c3cccs3)cc(C(F)(F)F)n2n1 | ? | -15% | ?
CCOC(=O)C(NCc1ccc(F)cc1)(NC(=O)c1ccccc1)C(F)(F)F (stereo not drawn) | -9% | -4% | 10%
O=c1[nH]c(C2CCN(S(=O)(=O)c3ccc(C(F)(F)F)cc3)CC2)nc2c1nnn2Cc1ccc(F)cc1 | -9% | 6% | ?
COc1ccc(C(CNC(=O)c2ccc(-c3cccc(C(F)(F)F)c3)o2)N2CCOCC2)cc1 (stereo not drawn) | -6% | -20% | -18%
